Source: PubChem
NR2E3 ag-1: NR2E3 (human) agonism; Q9Y5X4; 320,000 compounds, 0.12% hits; AID 2300; inhibition of corepressor binding, % at 4.78 µM; GST-NR2E3/biotin-RetCOR TR-FRET, 1536-well;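 active = percent inhibition above the cutoff of mean plus 3 SD of all tested compounds, set per screening campaign, cut at about 20% in these data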;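 note: 0% = DMSO wells and 100% = biotin wells as full block of FRET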
Target sequence (Q9Y5X4 whole entry, looked up): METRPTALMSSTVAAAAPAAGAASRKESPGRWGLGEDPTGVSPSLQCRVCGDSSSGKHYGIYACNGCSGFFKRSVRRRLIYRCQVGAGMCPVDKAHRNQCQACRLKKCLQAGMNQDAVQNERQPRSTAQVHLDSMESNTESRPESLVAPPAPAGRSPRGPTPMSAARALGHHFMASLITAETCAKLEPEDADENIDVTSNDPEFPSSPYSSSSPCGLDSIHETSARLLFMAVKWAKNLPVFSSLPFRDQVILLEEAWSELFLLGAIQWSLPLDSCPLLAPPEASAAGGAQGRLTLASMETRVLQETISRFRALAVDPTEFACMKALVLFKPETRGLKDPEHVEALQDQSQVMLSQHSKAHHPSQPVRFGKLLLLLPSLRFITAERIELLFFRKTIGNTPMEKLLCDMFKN
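System: GST-NR2E3 and biotin-RetCOR proteins; probe or stimulus: 7 nM biotin-RetCOR; doses: compound at 4.8 µM, single dose; schedule: Compound–protein incubation for 5 h at 4 °C; detection: time-resolved FRET; read-out: percent inhibition; controls: biotin wells as high control, 0.6% DMSO wells as low control; format: 1536-well plates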
aDG glyco act: alpha-DG glycosylation activation. 360,000 compounds, 0.22% hits. activation, % at 10 µM. AID 624168. Pro5-aDG cells, alpha-DG glycosylation AlphaScreen (IIH6); 0% Pro5, 100% B10-LARGE cell signal;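 active = activation of at least 8% versus controls, or a plate z-score of at least 8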;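 note: Pro5 are CHO cells carrying HIG-tagged alpha-DG that lacks glycosylation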
NR2E3 ag-2: human photoreceptor-specific nuclear receptor agonism. CHO-S Gal4-NCOR/VP16-NR2E3 two-hybrid, luciferase. inhibition of corepressor binding, % at 3.98 µM. 360,000 compounds, 0.35% hits. AID 602229;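 active = inhibition above the mean of all tested compounds plus 3 SD, cut at about 70% in these data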;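 note: 0% = DMSO with NR2E3 transfected cells and 100% = cells lacking NR2E3 construct; higher means lower luciferase signal from less NR2E3 corepressor binding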
Peg3 promoter: inhibitors of Peg3 promoter; inhibition, % at 20 µM; 360,000 compounds, 1.7% hits; HeLa PEG-Prom luciferase reporter, luminescence, overnight;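 active = inhibition of at least 50% at 20 µM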
TWEAK Fn14 block: TWEAK-Fn14 signaling inhibition. TWEAK-stimulated Fn14 reporter cells, luciferase luminescence, 8 h. inhibition, % at 10 µM. 360,000 compounds, 2% hits. AID 1159606; in the data active = inhibition above about 50%
Shn3 inh set2: inhibitors of Schnurri-3 3'UTR reporter in osteoblasts; Clone20 osteoblast Shn3 3'UTR firefly luciferase, 24 h; inhibition, % at 12.5 µM; 360,000 compounds, 0.52% hits; AID 588674;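 active = mean inhibition of at least 75% with every replicate also reaching 75%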;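 note: 0% = median of neutral control wells and 100% = pilot-screen positive control compound; some compounds past the cut are filed as inactive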
HIF-2a inh: inhibitors of HIF-2a; inhibition, % at 18.8 µM; 360,000 compounds, 0.72% hits; 786-0 RCC cells HIF-2a reporter, luciferase luminescence, overnight;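 active = inhibition of the luminescence signal of 40% or more relative to plate controls, in a single-dose primary screen at 18.75 µM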
hiPSC survival: hiPSC single-cell survival enhancement; ATPlite luminescence; 100% = ROCK inhibitor wells, 0% = DMSO; survival enhancement, % at 20 µM; 360,000 compounds, 0.044% hits; AID 602274; in the data active = survival enhancement above about 18%;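 note: cells exposed to compounds for 16 hours before the ATP read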
KKLEB tox: counter-screen for CF NF-kB inhibitors: cytotoxicity; KKLEB CF airway cells viability, ATPlite luminescence, overnight; stronger effect = lower value; cells stimulated with P. aeruginosa culture filtrate; activity change (cytotoxicity), % at 5 µM; 360,000 compounds, 0.36% hits; AID 602141;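 active = corrected activity change at or below -50% at 5 µM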
MITF TRPM1 inh: reduces MITF-dependent TRPM1 promoter luciferase signal; SK-MEL-5 TRPM1 promoter luciferase, 24 h; inhibition, % at 12.5 µM; 330,000 compounds, 0.83% hits;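 active = mean inhibition across replicates of 60% or more, whatever share of single replicates reaches that level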; note: values of inactives mirror those of a sister screen read the other way
CF NFkB block: blocks PAF-induced NF-kB reporter in cystic fibrosis cells; KKLEB NF-kB-GFP reporter, GFP fluorescence overnight; inhibition, % at 5 µM; 360,000 compounds, 0.86% hits;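 active = at least 50% inhibition at 5 µM, scaled per plate between neutral and stimulator controls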;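 note: PAF is a Pseudomonas aeruginosa culture filtrate used as stimulus; plate controls were PAF-stimulated DMSO wells for no effect and unstimulated DMSO wells for full effect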
An asterisk follows results filed as active; · = not tested or not shown.

SMILES	NR2E3 ag-1	aDG glyco act	NR2E3 ag-2	Peg3 promoter	TWEAK Fn14 block	Shn3 inh set2	HIF-2a inh	hiPSC survival	KKLEB tox	MITF TRPM1 inh	CF NFkB block
CCOP(=O)(OCC)C(NC(=O)Nc1ccc(Cl)c(Cl)c1)c1ccccc1 (centres undefined)	4	0.2	-32	25	6	3	10	-2.4	-5	2	10
CC(C)CCOP(=O)(c1ccc(N(C)C)cc1)C(O)c1ccccc1F (centres undefined)	-1	0.0	-18	21	0	16	4	0.3	4	-3	11
CCOc1ccc(NC(=O)c2ccc3c(=O)n4c(nc3c2)CCCCC4)cc1	1	1.2	6	-30	4	13	-3	0.3	11	8	-18
COc1cc(/C=N/NC(=O)CC2(C)OCCO2)cc(Br)c1O	-1	0.0	-41	-5	-9	9	17	-0.4	8	4	-3
Cc1ccccc1-n1nc2c(c1NC(=O)c1ccc3c(c1)OCO3)CS(=O)(=O)C2	3	-0.4	-9	16	7	-4	1	0.1	15	-5	-1
CNC(=O)c1ccccc1NC(=O)C1CC(=O)N(c2ccc(OC)cc2)C1 (centres undefined)	3	0.1	-5	-3	4	-1	9	0.0	4	8	-9
O=C(c1ccco1)N1CCN(Cc2cc(=O)c(OCc3ccc(F)cc3)co2)CC1	-1	0.1	-23	-5	8	-4	-3	1.1	23	-7	-40
Cc1ccc(-n2nnnc2-c2cnc3ccc(Cl)cc3c2-c2ccccc2)cc1	2	0.0	-22	21	24	22	13	1.6	-9	15	23
CCCNC(=O)C1(C)CCN(Cc2cccc(OC(=O)c3ccccc3)c2)C1 (centres undefined)	·	0.3	-19	1	-8	-52	-3	3.2	-10	·	8
CC1=C(C(=O)Nc2ccccc2)C(c2ccco2)n2ncnc2N1 (centres undefined)	1	-0.1	-5	-4	24	-5	9	1.2	-1	-14	7
CC(C)c1ccc(NC(=O)Cn2cccc2C2=NC(c3ccccc3)CO2)cc1 (centres undefined)	1	2.5	-6	-5	19	-6	4	9.1	-8	13	4
O=C(N[C@@H](Cc1ccccc1)C(=O)N1CCN(S(=O)(=O)c2ccccc2F)CC1)c1ccco1	·	-0.2	19	16	33	15	8	-0.4	-2	20	4

8 compounds out of the list, arranged by length of the SMILES, smallest number first:
SMILES	NR2E3 ag-1	aDG glyco act	NR2E3 ag-2	Peg3 promoter	TWEAK Fn14 block	Shn3 inh set2	HIF-2a inh	hiPSC survival	KKLEB tox	MITF TRPM1 inh	CF NFkB block
COc1cc(/C=N/NC(=O)CC2(C)OCCO2)cc(Br)c1O	-1	0.0	-41	-5	-9	9	17	-0.4	8	4	-3
CC1=C(C(=O)Nc2ccccc2)C(c2ccco2)n2ncnc2N1 (centres undefined)	1	-0.1	-5	-4	24	-5	9	1.2	-1	-14	7
CC(C)CCOP(=O)(c1ccc(N(C)C)cc1)C(O)c1ccccc1F (centres undefined)	-1	0.0	-18	21	0	16	4	0.3	4	-3	11
CCCNC(=O)C1(C)CCN(Cc2cccc(OC(=O)c3ccccc3)c2)C1 (centres undefined)	·	0.3	-19	1	-8	-52	-3	3.2	-10	·	8
Cc1ccc(-n2nnnc2-c2cnc3ccc(Cl)cc3c2-c2ccccc2)cc1	2	0.0	-22	21	24	22	13	1.6	-9	15	23
O=C(c1ccco1)N1CCN(Cc2cc(=O)c(OCc3ccc(F)cc3)co2)CC1	-1	0.1	-23	-5	8	-4	-3	1.1	23	-7	-40
Cc1ccccc1-n1nc2c(c1NC(=O)c1ccc3c(c1)OCO3)CS(=O)(=O)C2	3	-0.4	-9	16	7	-4	1	0.1	15	-5	-1
O=C(N[C@@H](Cc1ccccc1)C(=O)N1CCN(S(=O)(=O)c2ccccc2F)CC1)c1ccco1	·	-0.2	19	16	33	15	8	-0.4	-2	20	4

Next section:
SMILES	NR2E3 ag-1	aDG glyco act	NR2E3 ag-2	Peg3 promoter	TWEAK Fn14 block	Shn3 inh set2	HIF-2a inh	hiPSC survival	KKLEB tox	MITF TRPM1 inh	CF NFkB block
Cc1csc(SCC(=O)Nc2cc(C(N)=O)cc(C(N)=O)c2)n1	·	-0.1	8	-8	-11	-20	7	-1.6	24	1	-27
Cc1ccc(/C=C/C(=O)NCc2ccc(S(N)(=O)=O)cc2)o1	·	0.0	5	1	-9	-9	11	1.7	-18	11	-1
COc1ccc(N/C(C)=C/C(=S)Nc2ccccc2)cc1	0	0.1	-67	-59	-22	-28	-108	-1.7	0	-4	-17
COC(=O)CSc1nc(-c2ccccc2)c2c(c1C#N)CCCC2	0	0.0	-1	8	-5	·	17	4.9	5	-15	19
CC1(c2ccc3c(c2)OCO3)NC(=O)N(CC(=O)Nc2ccccc2[N+](=O)[O-])C1=O (centres undefined)	·	-0.2	-29	13	9	7	15	-0.4	-3	10	26
CCCCCN(C(=O)COC(=O)c1ccc(Br)o1)c1c(N)n(CCCC)c(=O)[nH]c1=O	1	0.1	-29	5	-5	9	11	0.4	0	1	9
COc1cc2c(cc1OC)[C@@H](NC(=O)CCC1CCCCC1)[C@H](O)C2	·	1.3	-33	10	8	42	12	0.6	2	6	-16
CCCn1c(SCC(=O)Nc2ccc(OC)cc2[N+](=O)[O-])n[nH]c1=O	2	0.0	-12	8	0	-7	5	0.2	-5	-8	4
CCN(C(=O)COC(=O)c1ccc(OC)c(S(=O)(=O)N(C)Cc2ccccc2)c1)C1CCS(=O)(=O)C1 (centres undefined)	4	-0.1	16	36	-4	-3	13	-0.5	-2	-5	2
Cc1ccc2nc(N3CC(=O)Nc4ccccc43)nc(-c3ccccc3)c2c1	0	-0.1	15	23	2	5	20	0.1	-19	-9	-9
Cn1c2ccccc2c2nnc(SCC(=O)NC3CC3)nc21	-1	0.2	-7	13	14	0	0	0.7	5	10	-4
CC(C)(C)OC(=O)C[C@@H]1C/C=C\C[C@@H](CC(=O)N[C@@H](CO)Cc2ccccc2)C(=O)NCCOC1=O	·	-0.1	-26	-8	-3	1	-8	6.0	8	-9	2
CCN1CCN(C(c2cccs2)C(C)NC(=O)c2cccnc2)CC1 (centres undefined)	5	-0.3	-5	-4	16	-13	16	-0.9	-7	0	-7
COc1cc(NC(=S)NC(=O)c2ccc(C)cc2C)ccc1NC(=O)c1cccs1	6	0.0	-36	1	-28	35	-10	-1.3	-22	-8	32
Cc1cc(Br)ccc1S(=O)(=O)NCc1ccccc1	-1	0.1	-17	12	12	-10	16	2.2	-1	8	4
COc1ccc(CNc2ccc(-c3ccccc3OC)nn2)cc1	2	0.4	1	-45	-17	-20	-53	4.4	1	-27	-18
CC(NC(=O)CCCn1cc([N+](=O)[O-])cn1)c1ccccc1 (centres undefined)	2	-0.1	12	10	-4	-9	16	-0.2	-3	-6	-20
CCOc1cc(/C=C/c2nc3ccccc3s2)ccc1OCC(=O)N1CCOCC1	2	0.5	-7	-6	13	1	-49	2.8	2	4	-2
CCc1cc(=O)oc2c(C)c(OC(C)C(=O)NCCCN3CCOCC3)ccc12 (centres undefined)	-1	0.3	-31	-4	-14	-12	6	1.9	2	2	-5
O=S(=O)(c1cccc(Cn2nnc(-c3ccc(F)cc3)n2)c1)N1CCOCC1	5	0.9	50	-1	15	69	1	0.8	0	-1	9
CC(C)CC(OC(=O)c1nsc(Cl)c1Cl)C(=O)NC1CCCC1 (centres undefined)	-1	-0.1	-13	-12	-7	13	1	-0.2	-6	4	17
Cn1c(=O)c2c(nc(CN3CCOCC3)n2CCc2ccccc2)n(C)c1=O	2	0.1	-17	-3	-5	-8	12	-1.2	-2	1	6
CCOC(=O)C1(C)NC(c2ccc(OC)c(OC)c2)C2C(=O)N(CC)C(=O)C21 (centres undefined)	1	0.0	-15	3	-8	1	19	-0.2	-4	7	7
Nc1c(Cl)ncnc1N/N=C/c1ccc(O)cc1	-2	-0.2	-11	-66	-22	-25	-13	-0.4	2	-42	-10
O=C(O)C1CCCCC1C(=O)Nc1ccc(S(=O)(=O)N2CCCC2)cc1 (centres undefined)	1	-0.1	-10	5	-7	-9	4	-0.4	-2	-9	-2
CCS(=O)(=O)CCSC1OC(COC(C)=O)C(OC(C)=O)C(OC(C)=O)C1OC(C)=O (centres undefined)	1	0.1	9	8	0	5	16	-0.9	-2	-6	8
Cc1cc2nc3n(c2cc1C)CC1CC(C(=O)NCc2ccccc2)N(C)C31 (centres undefined)	2	0.0	-28	-8	-1	-97	6	-1.4	3	0	-14
COc1ccc(C2=NN(C(=O)c3ccco3)C(c3ccco3)C2)cc1OC (centres undefined)	2	0.2	-12	-31	-9	-2	-36	-0.5	-23	34	24
CCCN1CCN(CCCNC(=S)Nc2ccc(OC)cc2)CC1	-1	-0.2	-8	7	-4	-23	10	3.2	17	3	13
CC(C)Oc1ccc(C(=O)Nc2c3c(nn2-c2ccccc2)CS(=O)(=O)C3)cc1	5	-0.1	-2	-5	-6	-8	1	1.5	3	9	1
O=C(O)c1cc(N/N=C/c2cccc3ccccc23)ccc1Cl	2	0.2	-181	-276	101*	-146	-185	0.1	0	-88	-17
O=C(CN1CCOCC1)NN=Cc1ccc([N+](=O)[O-])o1	·	2.8	-19	-12	-7	-20	-10	8.3	1	·	-25
CN(C)CCCNS(=O)(=O)c1ccc(-n2nnc3ccccc32)c([N+](=O)[O-])c1	-3	0.9	-10	10	38	-23	6	-0.4	9	51	-10
O=Cc1c(Cl)nc2ccccn12	-1	-0.2	-17	0	-25	-11	14	0.0	4	6	1
Cn1nc(C(F)(F)F)c(CNC(=O)C(C)(C)CCl)c1N1CCOCC1	5	-0.2	-9	7	5	3	12	-0.5	-18	-12	1
CCCCCCN=C1CC(C)(C)CC(=O)/C1=C(/O)CCC	-4	0.2	-17	21	5	-48	15	1.3	-9	10	3
